# Source: PubChem
# CaV13 ICDI inh: Primary screen for inhibitors of IQ motif and Ca2+-dependent inactivation inhibitor domain binding in CACNA1D, Förster resonance energy transfer in living cells, …; HEK cells, CFP/YFP FRET ICDI-IQ, plate reader, 10 min; percent FRET-ratio fall versus neutral wells; 0.098% of 340,000 active; inhibition, % at 12.3 µM;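 active means mean replicate inhibition of at least 30% and at least 1% of replicates passing that level; inconclusive means only one of the two criteria is met; inactive means neither criterion is met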;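 further: 0% = median of the neutral control wells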
# MITF TRPM1 inh: inhibitors of MITF-dependent TRPM1 promoter reporter, primary screen, cell-based, SK-MEL-5, single point, luciferase; SK-MEL-5 TRPM1 promoter luciferase, 24 h; inhibition, % at 12.5 µM; 0.83% of 330,000 active; AID 488899, 2010;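 active means mean inhibition across replicates of 60% or more, whatever share of single replicates reaches that level; inconclusive means some that reach 60%, reason not given; inactive means mean inhibition across replicates below 60%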; further: values of inactives mirror those of a sister screen read the other way
# NR2E3 ag-1: NR2E3 agonists in two-hybrid cells, primary screen, cell-based, luminescence, CHO-S, Gal4-NCOR/VP16-NR2E3; Photoreceptor-specific nuclear receptor (Homo sapiens), Q9Y5X4; luciferase; inhibition of corepressor binding, % at 3.98 µM; 0.35% of 360,000 active; AID 602229, 2012;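 active means inhibition above the mean of all tested compounds plus 3 SD, cut at about 70% in these data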;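 further: 0% = DMSO with NR2E3 transfected cells and 100% = cells lacking NR2E3 construct; higher means lower luciferase signal from less NR2E3 corepressor binding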
# Target sequence (Q9Y5X4 whole entry, looked up, the tested form may be a part): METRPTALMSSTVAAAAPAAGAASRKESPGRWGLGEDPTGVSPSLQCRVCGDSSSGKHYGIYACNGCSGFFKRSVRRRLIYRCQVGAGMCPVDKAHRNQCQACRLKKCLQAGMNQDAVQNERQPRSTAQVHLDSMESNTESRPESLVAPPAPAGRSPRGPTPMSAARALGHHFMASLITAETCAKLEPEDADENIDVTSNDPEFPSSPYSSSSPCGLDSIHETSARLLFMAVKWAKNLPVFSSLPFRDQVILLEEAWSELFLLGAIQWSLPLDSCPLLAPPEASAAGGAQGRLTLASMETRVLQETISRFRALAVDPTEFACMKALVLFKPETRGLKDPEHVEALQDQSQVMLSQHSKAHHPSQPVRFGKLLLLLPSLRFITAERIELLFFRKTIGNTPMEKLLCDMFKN
# Granule exo inh: LAMP-1 surface exposure blockers, TALL-104 cells – cell-based, flow cytometry, MLPCN library, primary screen; TALL-104 LAMP-1 surface exposure; cells stimulated with thapsigargin and PMA; inhibition, % at 10 µM; 0.66% of 360,000 active;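 active means inhibition above about 55%, limit read from the data; inconclusive means no clear call, values can overlap the other calls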
# Vif imaging: HIV Vif self-association inhibitors, primary screen, imaging, HEK293T, single point; inhibition, % at 7.49 µM; 0.35% of 340,000 active; HEK293T cells, Vif self-association by quenched fluorescence, 24 h; in the data active means inhibition above about 50%, passing the limit was not always enough; inconclusive means no clear call, values can overlap the other calls; inactive means below about 31%; further: some results filed as inactive read as strong as hits
# hiPSC survival: enhancers of single-cell hiPSC survival, primary screen, ATPlite luminescence | survival enhancement, % at 20 µM | 100% = ROCK inhibitor wells, 0% = DMSO | AID 602274, 2012 | 0.044% of 360,000 active; in the data active means survival enhancement above about 18%;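 further: cells exposed to compounds for 16 hours before the ATP read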
# Peg3 promoter: Peg3 promoter-driven luciferase inhibitors, primary screen, cell-based, HeLa, luciferase luminescence; HeLa PEG-Prom luciferase reporter, overnight; inhibition, % at 20 µM; 1.7% of 360,000 active;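 active means inhibition of at least 50% at 20 µM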
# aDG glyco up: activators of alpha-DG glycosylation, primary screen, uHTS, Pro5-aDG cells, AlphaScreen; alpha-DG glycosylation AlphaScreen (IIH6); 0% Pro5, 100% B10-LARGE cell signal; activation, % at 10 µM; 0.22% of 360,000 active; AID 624168, 2012;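 active means activation of at least 8% versus controls, or a plate z-score of at least 8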;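 further: Pro5 are CHO cells carrying HIG-tagged alpha-DG that lacks glycosylation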
# PDI turbidity: inhibitors of human PDI, primary screen, biochemical, turbidity, single point, plate reader; AID 588391, 2011; PDI insulin aggregation turbidity, A650, 90 min; inhibition, % at 10 µM; Protein disulfide-isomerase (Homo sapiens), P07237; 0.052% of 350,000 active;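 active means mean inhibition across replicates of 30% or more, whatever share of single replicates reach that level; inconclusive means mean inhibition below 30% while every single replicate reaches 30%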;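 further: absorbance from insulin aggregation driven by PDI reduction with DTT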
# Target sequence (P07237 whole entry, looked up): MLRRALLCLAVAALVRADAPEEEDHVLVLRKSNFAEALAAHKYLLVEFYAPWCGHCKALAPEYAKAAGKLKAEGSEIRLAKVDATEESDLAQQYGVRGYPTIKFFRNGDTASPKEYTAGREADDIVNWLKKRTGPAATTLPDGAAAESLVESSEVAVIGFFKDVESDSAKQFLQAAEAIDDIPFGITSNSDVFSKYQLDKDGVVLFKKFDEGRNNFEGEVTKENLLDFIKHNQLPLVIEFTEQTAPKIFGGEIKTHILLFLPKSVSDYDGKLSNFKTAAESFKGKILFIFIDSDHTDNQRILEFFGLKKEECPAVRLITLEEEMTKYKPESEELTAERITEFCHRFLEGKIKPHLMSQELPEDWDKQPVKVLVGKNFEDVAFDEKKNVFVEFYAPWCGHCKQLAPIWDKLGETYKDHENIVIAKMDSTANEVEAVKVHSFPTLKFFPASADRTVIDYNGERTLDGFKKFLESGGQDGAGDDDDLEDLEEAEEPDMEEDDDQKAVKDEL
# HIF-2a block: HIF-2a reporter inhibitors, primary screen, luminescence, 786-0 RCC cells; 786-0 RCC cells HIF-2a reporter, luciferase luminescence, overnight; inhibition, % at 18.8 µM; 0.72% of 360,000 active; AID 624352, 2012;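 active means inhibition of the luminescence signal of 40% or more relative to plate controls, in a single-dose primary screen at 18.75 µM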
# NR2E3 ag-2: inhibitors of NR2E3-RetCOR corepressor binding, primary screen, NR2E3 agonist project, biochemical, TR-FRET, GST-NR2E3, biotin-RetCOR. 1536-well. Photoreceptor-specific nuclear receptor (Homo sapiens), Q9Y5X4. inhibition of corepressor binding, % at 4.78 µM. 0.12% of 320,000 active. AID 2300, 2010;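 active means percent inhibition above the cutoff of mean plus 3 SD of all tested compounds, set per screening campaign, cut at about 20% in these data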;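 further: 0% = DMSO wells and 100% = biotin wells as full block of FRET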
#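 Material: NR2E3–RetCOR corepressor complex | Quantity: 1.35 nM GST-tagged NR2E3 final | Schedule: 5 h at 4 °C | Replication: Singlicate compound wells | Reagent: RetCOR corepressor, biotinylated, 7 nM | Controls: Biotin wells as high control, 0.6% DMSO wells as low control | Signal: TR-FRET, Eu(K)-anti-GST donor, streptavidin-D2 acceptor, ex 340, em 617/671 nm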
# * = called active by the depositor; u = inconclusive; x = no result given. Not a hit list; overall some 3.5% were active at least once.
SMILES,CaV13 ICDI inh,MITF TRPM1 inh,NR2E3 ag-1,Granule exo inh,Vif imaging,hiPSC survival,Peg3 promoter,aDG glyco up,PDI turbidity,HIF-2a block,NR2E3 ag-2
N#C/C(=C\c1ccc([N+](=O)[O-])cc1)c1ccccn1,-4,-46,-155,0,0,2.6,-245,-0.1,1,-231,-2
CC(=O)Nc1ccc(NC(=O)CSc2nc3nc(-c4cccs4)cc(C(F)(F)F)c3c(=O)[nH]2)cc1,-2,-5,7,-1,-2,-0.5,-8,-0.1,-3,10,3
Cn1c(C(O)c2ccccc2F)nc(Cl)c1Cl (configuration not stated),-5,4,-23,-2,5,0.0,10,-0.2,-1,14,-1
Fc1ccc(-n2c(=S)[nH]c3cccnc32)cc1,-2,2,-9,-5,14,-0.5,13,0.0,0,20,1
CC1(c2nnnn2-c2ccc3c(c2)OCCO3)CCC(=O)N1CC1CCCCC1 (configuration not stated),-7,x,-21,0,x,-0.4,x,0.2,x,-106,x
COc1cc2cc(C(c3nnnn3C3CCCC3)N3CCCCC3)c(=O)[nH]c2cc1OC (configuration not stated),-6,-4,-17,-4,-4,0.6,7,0.0,17,20,1
COc1ccc(/C=C/C(=O)Nc2cc(S(=O)(=O)N3CCOCC3)ccc2OC)cc1,-6,-5,-28,-1,7,-1.0,0,0.1,-8,-6,x
O=C1CCCN1CCCNC(=S)Nc1ccc(F)c(Cl)c1,-4,4,-18,0,-13,-0.3,-12,0.1,-5,-9,-2
Cc1cc(=O)[nH]c(SCCc2ccccc2)n1,-3,-6,-20,-10,u,0.2,36,-0.2,16,-1,2
COc1ccc(-c2nc(C(F)(F)F)c(OC)o2)cc1OC,-4,-1,-12,-2,1,-0.5,-22,0.4,2,-16,0
CCOC(=O)C1=C(COC(=O)/C=C/c2ccc(F)cc2)NC(=O)NC1C (configuration not stated),-5,x,2,-1,10,3.4,-8,0.1,10,-15,x
O=C(O)c1nc(-c2ccccc2)n(-c2ccccc2)n1,-15,2,12,2,9,2.4,14,0.3,-12,10,1
Cc1cc(-c2nn(-c3ccccc3F)cc2CN2CCCC(C(N)=O)C2)c(C)s1 (configuration not stated),-2,2,1,-2,0,-0.7,5,0.1,0,9,3
O=C(NCCN1C(=O)C2C3C=CC(C3)C2C1=O)N1CCOCC1 (configuration not stated),-10,x,17,-1,2,-0.4,-6,-0.1,x,3,-1
O=C(Nc1cccc(S(=O)(=O)NC2=NCCCCC2)c1)c1cc(-c2ccco2)nc2ccccc12,-5,7,2,-8,1,1.0,11,-0.2,-2,15,6
CCCc1c(C)nn(-c2ncccc2[N+](=O)[O-])c1C,-7,-4,6,-2,-1,-0.9,-21,-0.2,10,-1,4
O=C(COc1ccc(-c2ccccc2)cc1)N1CCCC1,-5,5,-26,-3,-2,-0.3,-157,0.4,1,-166,3
C=CCC[C@@H](Cc1ccc(F)cc1)C(=O)OCCNC(=O)[C@@H](CC=C)CC(=O)N(CCO)Cc1ccccc1,-10,9,7,-6,-1,-0.7,25,0.3,8,14,x
COc1ccc(/C=N/N2CCN(c3ccccc3)CC2)cc1Br,-23,-16,0,0,-3,-0.7,-20,-0.2,1,2,0
COC(=O)Nc1nnc(SCc2ccc(C)cc2)s1,-5,-4,-5,3,15,-3.1,13,-0.1,2,-73,4
Nc1nc2c(s1)C(=O)CCC2,-7,0,-17,-2,3,0.9,0,-0.2,-6,8,-2
NC(=O)c1c(NC(=O)CSc2nnc(-c3ccccc3)n2CC2CCCO2)sc2c1CCC2 (configuration not stated),x,6,-7,-2,-3,5.9,14,0.2,3,12,0
COc1ccc(CC(=O)NCC(=O)N/N=C/c2ccc(C)o2)cc1,-5,4,-8,1,-1,1.3,14,-0.1,5,23,3
CC1CCN(c2c(NCc3ccc(C(=O)N(C)C4CCCCC4)cc3)c(=O)c2=O)CC1,-4,-1,3,-2,-5,-0.7,5,0.4,2,0,3
CCOC(=O)c1c(NC(=O)CSc2nnc3c(n2)[nH]c2ccccc23)sc2c1CCN(C)C2,x,u,-21,0,x,-1.0,8,1.0,-1,-2,1
C[C@]12c3[nH]c4ccc(Cl)cc4c3CCN1C(=O)[C@@H](CC(=O)NCCc1ccccn1)C[C@@H]2C(=O)N1CCCCC1,-6,-1,-13,-1,x,-2.7,-4,0.1,6,5,x
O=C(/C=C/c1ccc2ccccc2n1)N1CCN(S(=O)(=O)c2ccccc2F)CC1,-9,29,5,-1,-3,0.3,50*,0.1,3,35,4
Cc1ccc(OCC(=O)Nc2cccc(-c3nnc(-c4ccccc4)o3)c2)c(C)c1,-5,-27,-76,1,-9,0.9,-23,-0.4,-9,-50,2
CC(=O)C(Sc1ccc2nnc(-c3ccc(C)cc3)n2n1)C(C)=O,-5,10,-18,2,-4,0.9,12,-0.1,-6,16,3
CN(C)N1C(N)=C(C#N)C(c2ccc(Br)cc2)C2=C1CC(C)(C)CC2=O (configuration not stated),-21,6,-16,6,-7,-0.3,4,-0.1,-5,6,-1
CCn1c(COc2cccc(OC)c2)nnc1SCC(=O)Nc1cccc(OC)c1,-8,3,3,-4,-1,5.6,19,0.0,-5,19,-2
COCCCNC(=O)CCC(=O)NNc1nc2ccccc2c2nc(-c3ccccc3)nn12,-5,12,-2,1,-9,-0.3,-17,0.0,10,-36,-1
CCCN(CC(=O)Nc1ccccc1OC)C(=O)CSC(=S)N1CCCC1,-6,-1,-6,-4,-4,0.9,8,-0.2,-4,11,4
O=C(N/N=C/c1coc2ccccc2c1=O)c1ccc(Cl)cc1,x,2,4,-5,-4,-0.1,4,0.4,2,-14,5
O=C(Nc1ccccc1Sc1ccccc1)C1CCCO1 (configuration not stated),-7,9,-5,-2,5,0.3,10,-0.3,-9,-4,-2
O=C(Nc1cc2c3c(c1)CC(=O)N3CCC2)c1ccccc1C(F)(F)F,-6,-17,14,-3,1,2.0,-13,0.4,-8,-18,-5
O=C(Nc1ncc(C(F)(F)F)cc1Cl)c1ccc(S(=O)(=O)N2CCOCC2)cc1,-6,-3,29,7,15,-0.2,12,-0.3,-1,15,0
C[C@@]12C(=O)N(c3cccc(Cl)c3)C(=O)N1[C@@H]1c3ccccc3OC[C@@H]1[C@H]2c1ccccc1,-4,10,-44,-3,4,0.8,25,0.4,-6,-1,x
Cc1ccc(NC(=O)c2ncn(CC(=O)NCc3nc4ccccc4[nH]3)n2)cc1C,-6,-9,-13,-6,x,-2.9,-110,-0.1,-11,-87,x
O=c1cc2c(nn1Cc1cccc([N+](=O)[O-])c1)-c1ccccc1CC2,9,0,-29,-1,0,0.1,15,0.6,-1,6,4

# Arranged by SMILES length (high to low): 3 of the compounds above.
SMILES,CaV13 ICDI inh,MITF TRPM1 inh,NR2E3 ag-1,Granule exo inh,Vif imaging,hiPSC survival,Peg3 promoter,aDG glyco up,PDI turbidity,HIF-2a block,NR2E3 ag-2
O=C(Nc1ncc(C(F)(F)F)cc1Cl)c1ccc(S(=O)(=O)N2CCOCC2)cc1,-6,-3,29,7,15,-0.2,12,-0.3,-1,15,0
COCCCNC(=O)CCC(=O)NNc1nc2ccccc2c2nc(-c3ccccc3)nn12,-5,12,-2,1,-9,-0.3,-17,0.0,10,-36,-1
O=C(Nc1ccccc1Sc1ccccc1)C1CCCO1 (configuration not stated),-7,9,-5,-2,5,0.3,10,-0.3,-9,-4,-2

# Some of the entries so far, as labelled records:
molecule: O=C(Nc1ncc(C(F)(F)F)cc1Cl)c1ccc(S(=O)(=O)N2CCOCC2)cc1
  CaV13 ICDI inh: -6
  MITF TRPM1 inh: -3
  NR2E3 ag-1: 29
  Granule exo inh: 7
  Vif imaging: 15
  hiPSC survival: -0.2
  Peg3 promoter: 12
  aDG glyco up: -0.3
  PDI turbidity: -1
  HIF-2a block: 15
  NR2E3 ag-2: 0

molecule: C[C@@]12C(=O)N(c3cccc(Cl)c3)C(=O)N1[C@@H]1c3ccccc3OC[C@@H]1[C@H]2c1ccccc1
  CaV13 ICDI inh: -4
  MITF TRPM1 inh: 10
  NR2E3 ag-1: -44
  Granule exo inh: -3
  Vif imaging: 4
  hiPSC survival: 0.8
  Peg3 promoter: 25
  aDG glyco up: 0.4
  PDI turbidity: -6
  HIF-2a block: -1
  NR2E3 ag-2: x

molecule: Cc1ccc(NC(=O)c2ncn(CC(=O)NCc3nc4ccccc4[nH]3)n2)cc1C
  CaV13 ICDI inh: -6
  MITF TRPM1 inh: -9
  NR2E3 ag-1: -13
  Granule exo inh: -6
  Vif imaging: x
  hiPSC survival: -2.9
  Peg3 promoter: -110
  aDG glyco up: -0.1
  PDI turbidity: -11
  HIF-2a block: -87
  NR2E3 ag-2: x

# Remaining list, next part
SMILES,CaV13 ICDI inh,MITF TRPM1 inh,NR2E3 ag-1,Granule exo inh,Vif imaging,hiPSC survival,Peg3 promoter,aDG glyco up,PDI turbidity,HIF-2a block,NR2E3 ag-2
Cc1c(C=O)c2ccccn2c1C(=O)c1ccccc1,0,-2,-17,-2,-1,1.6,4,0.3,-1,21,2
CC(=O)Nc1ccccc1OC(C)C(=O)N1CCC(C)CC1 (configuration not stated),0,8,-21,3,-4,0.7,13,1.0,0,22,3
C[C@H]1CN(CCc2ccccc2)C(=O)[C@@H]1CC(=O)Nc1ccc(Br)cc1,-3,x,-11,1,x,-0.3,-14,0.3,-3,-14,x
Cc1ccc(-n2c(Cc3ccccc3)n[nH]c2=S)c(C)c1,-5,6,-28,-4,6,-1.0,-5,-0.3,0,12,-3
Cc1nc(-c2ccccc2)sc1C(=O)CSc1ccc(Cl)cc1,x,-7,-5,-1,x,-1.2,-10,-0.4,1,-20,5
CN(Cc1c(C(=O)N/N=C/c2c(F)cccc2Cl)nnn1-c1nonc1N)C1CCCCC1,-3,x,6,-1,x,1.1,8,0.1,1,5,x
CC(C)C(NC(=O)c1ccccc1)C(=O)NC1CCCc2ccccc21 (configuration not stated),-2,6,-39,-1,11,-2.4,7,-0.1,12,18,1
COc1ccc(C(=O)N2CCOC2CNC(=O)C(=O)NCc2ccccc2Cl)cc1 (configuration not stated),-6,1,-7,-2,-9,-0.5,-10,0.0,-3,10,2

# Marked active in Peg3 promoter, among the entries above:
SMILES	CaV13 ICDI inh	MITF TRPM1 inh	NR2E3 ag-1	Granule exo inh	Vif imaging	Peg3 promoter	aDG glyco up	PDI turbidity	HIF-2a block	NR2E3 ag-2
O=C(/C=C/c1ccc2ccccc2n1)N1CCN(S(=O)(=O)c2ccccc2F)CC1	-9	29	5	-1	-3	50*	0.1	3	35	4
